# Screening data as filed in PubChem BioAssay.
# Tau ThT inhib: tau fibrillization inhibition (ThT binding). P10636. Potency, µM (series often up to 57.4 µM), inactives show at the top dose activity, negative = inhibition, actives largely listed as inhibitors. AID 1460. recombinant tau K18 P301L, heparin-induced fibrillization, ThT fluorescence. 270,000 compounds, 2.1% hits; note: % is set by controls: 0 for no effect and ±100 for the full control effect; nearly all actives have a fitted effect of over 55% in size
# Target sequence (P10636 561-689 P618L limits assumed): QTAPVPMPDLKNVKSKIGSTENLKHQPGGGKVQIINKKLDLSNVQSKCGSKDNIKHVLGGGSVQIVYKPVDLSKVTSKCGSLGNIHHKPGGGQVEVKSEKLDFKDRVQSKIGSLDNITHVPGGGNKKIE
#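 Tau K18 P301L fragment (15 uM unlabeled plus 0.24 uM Alexa 594-labeled) in 100 mM sodium acetate pH 7 with compound, fibrillization induced by 20 uM heparin for 6 hr at 37 C. Thioflavin T (30 uM) added, fluorescence read after 1 hr (ex 450, em 510 nm).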
# RECQ1 helicase: RECQ1 (human) helicase inhibition. Potency, µM (highest dose often 57.3 µM), without a hit: at the highest dose activity, negative = inhibition, usual class: inhibitors. P46063. 240,000 compounds, 0.54% hits. RECQ1 DNA unwinding, red fluorescence kinetic read;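 note: plate controls were vehicle for no effect and no enzyme for full effect; nearly all actives have a fitted effect of over 30% in size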
#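 RECQ1T1 50 nM; forked duplex (20 bp + 30-nt ss tails) 200 nM, ATP 2 mM final; pH 8.0, 2 mM MgCl2, 2.5 ug/ml poly(dI-dC); 15 min compound preincubation; discontinuous kinetic read over 2 h at RT.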
# Tau fluor counter: counter-screen for tau fibril formation inhibitors; tau K18 P301L (four-repeat tau fragment) Alexa594 fluorescence, heparin fibrillization; Potency, µM (series often up to 57.7 µM), for the others: at the highest dose activity change, negative = decrease; 280,000 compounds, 0.93% hits; AID 1463; note: % is set by controls: 0 for no effect and ±100 for the full control effect; nearly all actives have a fitted effect of over 55% in size
#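 Human K18 P301L tau (15 uM unlabeled plus 0.24 uM Alexa 594-labeled, final) in 100 mM sodium acetate pH 7 was mixed with compound and 20 uM heparin and incubated 6 hr at 37 C.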
# HTT cytoprotect: Huntington cell model cytoprotection by ATP luminescence. PC12 HTT-Q103 induced, cytoprotection, ATP luminescence, 40 h. Potency, µM (titrated, usually from 56.4 µM), for inactives: cytoprotection (ATP increase), most hits filed as activators. 230,000 compounds, 0.14% hits. AID 1471;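 note: % of control where 0% means no effect; nearly all actives have a fitted effect of over 45% in size; toxic huntingtin expression switched on by the ecdysone agonist tebufenozide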
#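 Huntington model: PC12 line, ecdysone-inducible HTTQ103 exon1–GFP, tebufenozide 100 nM. Test articles in a dose series. Endpoint luminescence from cellular ATP.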
# TRb-SRC2 inh: TRbeta-SRC2 interaction inhibition. AID 1469. Potency, µM (doses to about 106 µM), for the others: at the top dose activity change, negative = inhibition, most hits filed as inhibitors. 280,000 compounds, 0.065% hits. TRbeta-SRC2 peptide binding, fluorescence polarization; receptor liganded with 1 µM T3;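 note: plate controls were bound peptide for no effect and peptide without receptor for full effect; nearly all actives have a fitted effect of over 50% in size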
# Target sequence (P10828 whole entry, looked up): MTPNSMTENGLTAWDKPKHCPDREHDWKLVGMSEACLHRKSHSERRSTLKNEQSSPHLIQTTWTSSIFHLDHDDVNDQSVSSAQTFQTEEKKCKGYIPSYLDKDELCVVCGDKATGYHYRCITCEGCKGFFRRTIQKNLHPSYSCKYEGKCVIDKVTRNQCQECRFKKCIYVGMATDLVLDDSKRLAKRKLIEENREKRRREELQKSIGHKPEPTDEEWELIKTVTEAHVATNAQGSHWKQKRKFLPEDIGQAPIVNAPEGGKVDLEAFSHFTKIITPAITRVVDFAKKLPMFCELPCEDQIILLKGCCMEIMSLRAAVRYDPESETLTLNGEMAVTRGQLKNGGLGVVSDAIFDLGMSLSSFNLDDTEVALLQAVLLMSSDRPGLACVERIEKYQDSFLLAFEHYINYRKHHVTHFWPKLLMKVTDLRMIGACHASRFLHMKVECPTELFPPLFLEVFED
#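 Assay buffer: 20 mM Tris-HCl, 100 mM NaCl, 10% glycerol, 1 mM EDTA, 0.01% NP-40, 1 mM DTT, 1 uM T3, 5% DMSO; TRb LBD 0.6 uM, Texas Red SRC2 20 nM; FP after 5 hr.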
# L3MBTL1 block: inhibitors of human L3MBTL1; 230,000 compounds, 0.66% hits; Q9Y468; Potency, µM (highest dose often 57.1 µM), without a hit: at the top dose activity, negative = inhibition, most hits filed as inhibitors; AlphaScreen L3MBTL1–H3K9me1 peptide binding; note: % is set by controls: 0 for no effect and ±100 for the full control effect; nearly all actives have a fitted effect of over 60% in size
#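 First, the protein-peptide complex forms for 30 min at room temperature (L3MBTL1 50 nM, biotinylated H3K9me1 peptide 75 nM). Next, compounds are pin-transferred and incubated 30 min. Finally, AlphaScreen beads are added and read after 30 min.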
# Tau fibril FP: blocks human tau fibril formation measured by polarization; Potency, µM (doses to about 57.7 µM), for inactives: top-dose activity, negative = inhibition, actives largely listed as inhibitors; K18 P301L tau heparin fibrillization, Alexa594 FP, 6 h; 280,000 compounds, 0.39% hits; P10636; note: % is set by controls: 0 for no effect and ±100 for the full control effect; nearly all actives have a fitted effect of over 55% in size
#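 Compound effects on tau fibrillization are measured by Alexa 594 fluorescence polarization (ex 555, em 632 nm). K18 P301L tau is used at 15 uM with 0.24 uM labeled tracer, and 20 uM heparin induces aggregation over 6 hr at 37 C.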
# TexasRed fluor: Texas Red fluorescence interference in TRb-SRC2 counter-screen | TRb/SRC2 Texas Red total fluorescence interference | Potency, µM (titrated, usually from 106 µM), for the others: top-dose fluorescence change, negative = quenching | 280,000 compounds, 0.29% hits; active = well fitted curve in either direction with a large enough effect; inconclusive = small, poorly fitted or top-dose-only effect; note: % is set by controls: 0 for no effect and ±100 for the full control effect
#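 Flags fluorescent or light-absorbing compounds by total fluorescence, S + 2P, at 555 nm excitation and 632 nm emission. Mixture: 20 nM Texas Red SRC2 peptide, 0.6 uM human TRb LBD, 1 uM T3, 5% DMSO; compound exposure 5 h at ambient temperature.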
# * hit, by the source's call; i = inactive; ? = inconclusive; · = no result given; [ ] = another dose, or the depositor's remark. Unless noted, calls come from the whole dose curve; as a rule, active = well fitted curve in the direction sought with a large enough effect; inconclusive = small, poorly fitted or top-dose-only effect, or another doubt; inactive = no such curve, though single readings can be large; an effect the other way counts as inactive or inconclusive. Potency is the fitted concentration of half-maximal effect. A portion of the library; the hit share may differ from the screen's.
# Letters: A = Tau ThT inhib; B = RECQ1 helicase; C = Tau fluor counter; D = HTT cytoprotect; E = TRb-SRC2 inh; F = L3MBTL1 block; G = Tau fibril FP; H = TexasRed fluor
COc1ccc(N2CC(C(=O)NCCc3ccc(OC)c(OC)c3)CC2=O)cc1 (configuration not stated)
  A: 1.1%	B: i	C: 3.3%	D: 0.3%[10 µM]	E: -4.3%	F: -6.2%	G: 3.3%	H: -2.7%

Cn1c(N)c(C(=O)Nc2ccc3ccccc3c2)sc1=S
  A: ?	B: 7.1%	C: -28.2%	D: 5.3%	E: -4.6%	F: 13.3%	G: -8.2%	H: 1.4%

CCc1ccccc1NC(=O)CN(C)C(=O)CSc1nc2cc(Cl)ccc2s1
  A: 2.3%	B: i	C: 0.9%	D: 22.4%[0.074 µM]	E: -6.3%	F: 28.4%	G: ?	H: -3.0%

CCCc1nnc2n1N=C(c1ccc(-c3cc(Cl)ccc3Cl)o1)CS2
  A: -20.2%	B: 1.7%	C: -2.8%	D: -11.9%[1.9 µM]	E: -8.0%	F: -2.5%	G: 1.5%	H: -2.7%

O=C(NCc1ccncc1)c1cc(C(=O)C2CCCCC2)c[nH]1
  A: -2.2%	B: i	C: -6.6%	D: 22.2%[10 µM]	E: -0.1%	F: -10.2%	G: -6.0%	H: -4.3%

COc1ccc(OC)c(NC(=O)CSc2nnc(N)s2)c1
  A: -0.5%	B: -4.0%	C: 5.0%	D: 19.1%	E: -10.1%	F: ·	G: 1.5%	H: 1.0%

CCO[C@H]1OC(C(=O)Nc2ccccc2)=C[C@@H](c2ccc(Br)cc2)[C@@H]1CCCO
  A: -7.5%	B: i	C: -24.0%	D: -5.7%[10 µM]	E: 7.0%	F: 7.3%	G: -6.0%	H: -0.1%

COc1ccc(-c2noc(C(C)NC(=O)c3ccco3)n2)cc1 (configuration not stated)
  A: -12.0%	B: ·	C: -12.1%	D: ·	E: -1.5%	F: ·	G: -4.5%	H: -1.6%

COC(=O)c1sccc1NC(=O)Nc1cc(C)ccc1C
  A: -4.6%	B: i	C: 0.0%	D: -34.4%[inhibitor]	E: -4.2%	F: 7.4%[11.4 µM]	G: 1.9%	H: 0.6%

O=C(NCCCN1CCOCC1)c1c(F)cccc1F
  A: -4.6%	B: i	C: 2.3%	D: -18.4%	E: -6.3%	F: 2.2%	G: 0.5%	H: -3.8%

CC(C)(C)CC(C)(C)NCC(=O)Nc1c2c(nc3ccccc13)CCC2
  A: 1.7%	B: 12.6%	C: -2.0%	D: 10.5%[10 µM]	E: 7.3%	F: ?	G: -0.4%	H: 2.1%

NS(=O)(=O)c1ccc(CCNC(=O)Cc2c[nH]c3ccccc23)cc1
  A: 1.5%	B: i	C: 6.2%	D: 2.3%[10 µM]	E: -0.6%	F: 1.8%	G: 4.0%	H: -0.9%

S=c1[nH]nc(-c2ccco2)n1/N=C/c1ccc(Cl)c(Cl)c1
  A: ?	B: -1.5%	C: -20.9%	D: -5.6%[10 µM]	E: -0.8%	F: -1.1%	G: 6.7%	H: -1.6%

CC(=O)N[C@@H](C)C(=O)OC(C)C(=O)Nc1cccc([N+](=O)[O-])c1 (some centres not stated)
  A: 2.8%	B: -17.0%	C: 3.6%	D: 4.7%[10 µM]	E: -3.3%	F: 3.3%	G: 2.1%	H: -1.5%

CCOC(=O)Cc1csc(NC(=O)c2ccc(S(=O)(=O)N3CCCC3)cc2)n1
  A: -2.3%	B: -6.8%	C: -0.3%	D: -0.2%	E: 3.0%	F: 2.6%	G: 4.1%	H: -5.5%

Cc1cc(Br)ccc1OCC(=O)NNC(=O)C(=O)Nc1ccccc1
  A: -7.1%	B: i	C: 2.3%	D: 4.6%[10 µM]	E: 5.9%	F: 5.9%	G: -0.7%	H: -8.0%

Cc1ccc(SC[C@H](c2ccccc2)N2CCN(C)CCC2=O)cc1
  A: 7.5%	B: -1.5%	C: 7.0%	D: 0.1%[10 µM]	E: 5.5%	F: ·	G: -0.8%	H: -1.0%

O=C(O)CCCCCNS(=O)(=O)c1cccc2c1C(=O)c1ccccc1C2=O
  A: -5.6%	B: -1.4%	C: -7.2%	D: -4.4%[10 µM]	E: -22.8%[53 µM]	F: 33.4%[activator]	G: -0.3%	H: ?

CCOc1cc(CNc2ccc(N3CCOCC3)cc2)cc(Br)c1OCC
  A: ?	B: ?	C: ?	D: ·	E: 0.6%	F: 31.6µM*	G: 2.4%	H: -3.2%

Cc1ccc2nsnc2c1S(=O)(=O)N(Cc1cc2cccc(C)c2[nH]c1=O)CC1CCCO1 (configuration not stated)
  A: -4.0%	B: 5.0%	C: -0.2%	D: -6.4%[10 µM]	E: 7.9%	F: 6.5%	G: -2.9%	H: -0.7%

CCn1c(C)c(C)c2cc(C(=O)N3CCN(c4cccc(C)c4C)CC3)ccc21
  A: ?	B: ·	C: -15.5%	D: ·	E: 4.3%	F: ·	G: 3.0%	H: 0.1%

c1ccc(CNc2ncnc3c2oc2ccccc23)nc1
  A: -9.9%	B: -3.2%	C: -2.1%	D: -10.0%	E: -14.9%	F: 4.0%	G: -2.8%	H: -1.1%

CC(C)c1ccc(NC(=S)NC2CCCCCC2)cc1
  A: -1.6%	B: i	C: -23.5%	D: -10.6%[10 µM]	E: -7.9%	F: 0.6%	G: -12.2%	H: -1.0%
